Screening results deposited in PubChem by National Center for Advancing Translational Sciences (NCATS).
Menin MLL FP TR = menin-MLL binding inhibition, Texas Red mutant peptide. O00255. Menin + Texas Red MLL mutant peptide, fluorescence polarization. Potency, µM (doses to about 61.6 µM), for inactives: top-dose FP activity change, negative = inhibition, most hits filed as inhibitors. 270,000 tested, 0.23% active; active = well fitted inhibition curve with a large enough effect in the polarisation, with a control signal flat, not every such curve was filed as active; inconclusive = small, poorly fitted or top-dose-only effect, or effect the other way, or a change in a side signal; inactive = no such curve, though single readings can be large or run the other way; the % refers to the polarisation; note: potency is the fitted concentration of half-maximal effect; % of control where 0% means no effect; many of its hits are not listed in these tables
KCNH2 3.1 block = blocks the human KCNH2 3.1 channel isoform. 340,000 tested, 0.95% active. AID 720553. activity change, % (tested at about 1.8 µM). U2OS KCNH2 3.1, thallium flux FluxOr; stronger effect = lower value;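 active = maximum activity change below -70%; inconclusive = maximum activity change from -70% to -50%; inactive = maximum activity change above -50%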;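 note: thallium influx rate constant from kinetic fluorescence after stimulation buffer; % is set by controls: 0 for no effect and ±100 for the full control effect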
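Thallium flux read-out: FluxOr dye with Red40 quencher in HBSS/HEPES, 45 min at RT. Rate constants from kinetic reads were normalized to positive and negative DMSO controls. Cells: U2OS virally expressing the 3.1 isoform.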
NPC1 prom act = NPC1 promoter activation | AID 485313 | Potency, µM (highest dose often 9.22 µM), for the others: at the highest dose activation, usual class: activators | 320,000 tested, 2.4% active | Huh7 NPC1 promoter luciferase reporter, 24 h;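 note: potency is the fitted concentration of half-maximal effect; % of control where 0% means no effect; nearly all actives have a fitted effect of over 60% in size; reporter is driven by a mutant NPC1 promoter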
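Luminescence read-out of NPC1 promoter-driven luciferase in stably transfected Huh7 cells; compounds delivered in DMSO and left 24 h at 37C, 5% CO2, qHTS titration format.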
Gal4-VP16 FLuc = counter-screen for ROR gamma inhibitors: Gal4-VP16 reporter | Drosophila S2 Gal4-VP16 UAS-luciferase, luminescence, 20 h | Potency, µM (doses to about 53.6 µM), for the others: at the top dose activity, negative = inhibition, hits mostly inhibitors | 310,000 tested, 3.5% active | AID 2546;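 note: Gal4-VP16 expression switched on by copper sulfate through the metallothionein promoter; potency is the fitted concentration of half-maximal effect; % is set by controls: 0 for no effect and ±100 for the full control effect; nearly all actives have a fitted effect of over 50% in size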
ELG1 DNA repair = inhibitors of ELG1-dependent DNA repair in HEK293T cells. HEK293T ELG1-luciferase reporter, luminescence, 16 h; DNA damage induced by 5-fluorouridine. 330,000 tested, 2.3% active. AID 504467. Potency, µM (top dose mostly 46.1 µM), for inactives: at the top dose activity change, negative = inhibition, hits mostly inhibitors; note: potency is the fitted concentration of half-maximal effect; % is set by controls: 0 for no effect and ±100 for the full control effect; nearly all actives have a fitted effect of over 55% in size
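Cells (2,000 per well) received 5-fluorouridine plus test compound or DMSO and were incubated 16 hr at 37 °C, 5% CO2. Luciferase activity was read by luminescence 30 min after ONE-Glo addition; signal suppression marked inhibition of damage-induced ELG1 function.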
RORgamma inh = ROR gamma (mouse) transcription inhibition | AID 2551 | Potency, µM (titrated, usually from 53.6 µM), without a hit: at the top dose activity change, negative = inhibition, usual class: inhibitors | 310,000 tested, 5.4% active | Drosophila S2 Gal4-RORgamma UAS-luciferase reporter, 20 h | P51450; note: potency is the fitted concentration of half-maximal effect; % is set by controls: 0 for no effect and ±100 for the full control effect; nearly all actives have a fitted effect of over 60% in size
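A Gal4/UAS one-hybrid system in insect cells: metallothionein-promoter Gal4–ROR gamma fusion plus Photinus luciferase reporter. Copper sulfate 700 uM final, 20 hr ambient incubation, luminescent detection after 10 min with reagent.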
Mito fusion yeast = blocks mitochondrial division or promotes mitochondrial fusion | S. cerevisiae fusion-defective mutant growth rescue, CellTiterGlo 48 h | Potency, µM (highest dose often 46.1 µM), for inactives: at the top dose growth rescue (activation), most hits filed as activators | 320,000 tested, 0.23% active | AID 485298;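 note: potency is the fitted concentration of half-maximal effect; % of control where 0% means no effect; nearly all actives have a fitted effect of over 45% in size; temperature-sensitive fusion mutants such as fzo1-1 at 37 °C on non-fermentable ethanol glycerol medium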
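Luminescent cell viability in 1536-well qHTS format served as the measure of rescued growth in ts fusion-mutant S. cerevisiae cultured on non-fermentable YPEG for 48 hours at 37C.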
PKM2 act = activators of human pyruvate kinase M2; P14618; purified PKM2, Kinase-Glo ATP luminescence, activation; response scale: 0% is enzyme alone, no compound; Potency, µM (series often up to 57.5 µM), for inactives: at the top dose activation, usual class: activators; 260,000 tested, 0.34% active; note: potency is the fitted concentration of half-maximal effect; % is set by controls: 0 for no effect and ±100 for the full control effect; nearly all actives have a fitted effect of over 55% in size
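Purified hPK-M2 (>95%) run at intermediate activity with 0.1 mM ADP and 0.5 mM PEP in 50 mM imidazole pH 7.2, KCl, MgCl2; 1 h room temperature. ATP formed read by Kinase-Glo luminescence; normalized to uninhibited and no-enzyme controls.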
Rab9 prom act = Rab9 promoter activation; 320,000 tested, 2.8% active; Potency, µM (top dose mostly 9.22 µM), for inactives: at the highest dose activation, negative = inhibition, hits mostly activators; Huh7 Rab9 promoter-luciferase reporter, luminescence, 24 h; AID 485297; note: potency is the fitted concentration of half-maximal effect; % of control where 0% means no effect; nearly all actives have a fitted effect of over 60% in size
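Quantitative HTS format; Huh7 Rab9-luciferase reporter cells (1500/well) receive compound 2 h post-plating, incubate 24 h at 37 °C, then get luciferase reagent for 10 min before luminescence reading.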
MBNL1-CUG inh = inhibitors of human MBNL1 binding to CUG repeat RNA; Q9NR56; TR-FRET MBNL1-His/biotin-(CUG)12 binding, 665/545 ratio; Potency, µM (series often up to 57.5 µM), inactives show at the highest dose activity change, negative = inhibition, usual class: inhibitors; 280,000 tested, 0.036% active; AID 2675; active = well fitted inhibition curve with a large enough effect in the signal ratio, with a control signal flat, not every such curve was filed as active; inconclusive = small, poorly fitted or top-dose-only effect, or effect the other way, or a change in a side signal; inactive = no such curve, though single readings can be large or run the other way; the % refers to the signal ratio; note: potency is the fitted concentration of half-maximal effect; % is set by controls: 0 for no effect and ±100 for the full control effect
Target sequence (Q9NR56 whole entry, looked up): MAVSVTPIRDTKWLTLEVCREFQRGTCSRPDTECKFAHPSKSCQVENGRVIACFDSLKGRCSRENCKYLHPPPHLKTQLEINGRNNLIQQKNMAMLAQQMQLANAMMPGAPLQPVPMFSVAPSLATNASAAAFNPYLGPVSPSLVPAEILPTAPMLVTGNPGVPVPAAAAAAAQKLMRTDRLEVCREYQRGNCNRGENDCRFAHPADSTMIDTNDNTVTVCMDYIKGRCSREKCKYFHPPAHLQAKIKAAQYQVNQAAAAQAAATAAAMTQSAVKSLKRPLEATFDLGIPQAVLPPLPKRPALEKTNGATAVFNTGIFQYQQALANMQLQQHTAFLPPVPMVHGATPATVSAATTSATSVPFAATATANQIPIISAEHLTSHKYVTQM
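Inhibition of protein-RNA binding appears as loss of TR-FRET between terbium anti-His antibody on MBNL1-His and streptavidin-XL665 on biotin-(CUG)12. Activity is normalized to buffer-only and uninhibited-complex controls.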
FLuc modulator = firefly luciferase modulation, counter-screen for miR-21 project. P08659. purified FLuc, Km substrates, luminescence inhibition. Potency, µM (doses to about 57.5 µM), without a hit: at the top dose activity change, negative = inhibition, most hits filed as inhibitors. 360,000 tested, 6.9% active;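 note: potency is the fitted concentration of half-maximal effect; plate controls were vehicle for no effect and reference inhibitor for full effect; nearly all actives have a fitted effect of over 55% in size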
Target sequence (P08659 whole entry, looked up): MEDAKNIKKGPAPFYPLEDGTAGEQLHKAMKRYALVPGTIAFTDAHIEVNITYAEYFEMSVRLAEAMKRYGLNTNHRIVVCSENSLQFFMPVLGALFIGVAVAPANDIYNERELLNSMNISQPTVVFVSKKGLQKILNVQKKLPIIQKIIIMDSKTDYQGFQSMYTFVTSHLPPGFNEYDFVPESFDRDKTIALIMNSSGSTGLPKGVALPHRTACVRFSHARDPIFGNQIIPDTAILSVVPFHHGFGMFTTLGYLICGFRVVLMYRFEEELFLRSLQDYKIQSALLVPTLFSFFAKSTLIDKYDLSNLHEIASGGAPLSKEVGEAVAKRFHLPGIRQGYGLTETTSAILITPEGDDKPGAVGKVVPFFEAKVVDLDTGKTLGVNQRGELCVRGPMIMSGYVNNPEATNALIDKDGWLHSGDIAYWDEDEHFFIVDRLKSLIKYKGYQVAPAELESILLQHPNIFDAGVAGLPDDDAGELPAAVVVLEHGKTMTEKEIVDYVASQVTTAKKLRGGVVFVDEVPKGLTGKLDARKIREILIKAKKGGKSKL
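Purified P. pyralis luciferase, 10 nM final, with Km-level 10 uM D-luciferin and 10 uM ATP in 50 mM Tris acetate pH 7.5, 10 mM Mg acetate, 0.01% Tween-20, 0.05% BSA; 6-point qHTS titration about 60 µM downward; luminescence read.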
The depositor's hits bear a star; ? = inconclusive; / = not tested or not shown; [ ] = remark or other dose. Unless noted, calls come from the whole dose curve; as a rule, active = well fitted curve in the direction sought with a large enough effect; inconclusive = small, poorly fitted or top-dose-only effect, or another doubt; inactive = no such curve, though single readings can be large; an effect the other way counts as inactive or inconclusive. Not all compounds are listed; the hit share may differ from the screen's.

canonical_smiles | Menin MLL FP TR | KCNH2 3.1 block | NPC1 prom act | Gal4-VP16 FLuc | ELG1 DNA repair | RORgamma inh | Mito fusion yeast | PKM2 act | Rab9 prom act | MBNL1-CUG inh | FLuc modulator
C/C(=N/NS(=O)(=O)c1ccc(C)c(C)c1)c1c[nH]c2ccccc12 | ? | 4.4 | 0.5% | -1.4% | 1.6% | -3.2% | -6.6% | 5.6% | -3.9% | -8.6% | 3.5%
CCCOc1nc2c(c(=O)n(C)c(=O)n2C)n1C | 9.3% | 5.7 | -0.3% | 6.6% | -6.9% | 30.9% | 4.4% | 0.7% | -10.7% | -5.8% | -2.1%
Cc1ccc(-c2c[n+](Cc3ccc(Cl)cc3)c3n2CCC3)cc1 | / | 0.0 | -6.8% | -28.5% | 2.59µM* | 11.4% | -2.8% | -4.5% | -25.5% | -1.1% | 6.6%
CCOC(=O)CNC(=S)N(Cc1ccco1)Cc1ccccc1Cl | 25.7% | -0.8 | -0.4% | 20.1% | 7.9% | 3.2% | 0.8% | / | -1.8% | -3.9% | 2.7%
Cc1ccn(CC(=O)NC2CC(C)(C)Cc3c2cnn3-c2ccc(F)cc2)n1 (stereo unspecified) | / | / | -2.2% | -9.1% | -7.7% | ? | 4.4% | 25.9% | 3.7% | -4.4% | 1.1%
CSc1ccc(NC(=O)c2cccnc2)cc1C#N | ? | -8.8 | 1.2% | -19.7% | ? | 33.2% | -4.8% | 7.9% | -0.3% | -3.7% | -1.1%
CCCCc1ccc(S(=O)(=O)N/N=C(/C)c2ccncc2)cc1 | / | / | 0.7% | ? | ? | ? | -2.0% | / | -1.9% | 0.7% | 0.7%
C#Cc1ccc([C@H]2C=C(C(=O)N3CCN(Cc4ccc5c(c4)OCO5)CC3)O[C@@H](OCC)[C@@H]2CCCO)cc1 | ? | / | -3.6% | -7.1% | 18.3µM* | 6.5% | 7.0% | -3.0% | -2.7% | -2.4% | 0.8%
COc1ccc(-n2nc3c(c2NC(=O)CCCl)CSC3)cc1 | 24.1% | -9.9 | -0.9% | -3.2% | 4.9% | 0.9% | 4.4% | / | 4.8% | 2.6% | 3.5%
CCc1ccc(Nc2nnc(SCC(=O)Nc3sccc3C(N)=O)s2)cc1 | ? | -18.9 | 28.4% | -12.7% | ? | -18.2% | -5.2% | -0.1% | 17.6% | / | 2.13µM*
Cc1nnc(NC(=O)CSc2nnc(C)n2Cc2ccccc2)s1 | ? | 17.7 | -2.9% | -3.5% | 4.2% | 25.9% | 1.0% | -8.7% | 0.4% | ? | -1.8%
c1ccc2c(N3CCOCC3)nc(-c3ccncc3)nc2c1 | -22.5% | 4.7 | -3.7% | -16.2% | 6.51µM* | 23.5% | 1.5% | 3.6% | 4.2% | -18.6% | 0.6%
O=C(OCc1ccc(Cl)cc1Cl)c1ccncc1 | 12.5% | -26.8 | 5.6% | -5.9% | 12.9% | 26.8% | -0.3% | -3.9% | -0.7% | -0.4% | -11.9%
COc1ccc(/C=N/Nc2cc(C)nc3c(C)cccc23)cc1 | ? | -9.5 | -4.4% | ? | 3.6% | ? | -3.8% | 0.1%[11.5 µM] | -0.2% | ? | ?
CCN(C(=O)Cn1c(=O)oc2ccccc21)c1ccc(C)c(C)c1 | ? | -4.2 | -2.6% | -0.5% | 16.6% | 18.0% | 23.1% | / | -5.3% | 2.7% | -0.7%
COc1ccc(NC(=O)CN(c2cc(C)cc(C)c2)S(=O)(=O)c2c(C)n[nH]c2C)cc1 | 8.3% | -19.0 | 0.4% | -7.4% | -13.5% | -21.5% | -1.6% | -16.0% | 2.2% | -2.5% | 2.1%
O=C(O)c1cc(C(=O)O)cc(-c2ccc(/C=c3/sc4nc5ccccc5n4c3=O)o2)c1 | ? | -5.6 | -5.3% | 2.3% | -0.4% | 1.0% | -0.8% | 14.6% | -2.4% | 9.7% | ?
O=C(Nc1ccccc1N1CCOCC1)c1ccc2nc[nH]c2c1 | -0.9% | 27.1 | 0.7% | 7.4% | ? | -14.7% | 3.8% | 0.0% | -0.6% | / | -10.1%
COC(=O)c1ccc(C(=O)OC)c(NC(=S)N2CCN(c3cc(Cl)ccc3C)CC2)c1 | -20.9% | -13.1 | -2.5% | -0.2% | 2.9% | -19.9% | -9.7% | -1.9% | -2.4% | 5.7% | -0.3%
CC(=O)CCSc1nnc(-c2cccc(S(=O)(=O)N3CCOCC3)c2)o1 | / | -0.5 | 1.5% | / | -5.1% | / | -3.3% | / | 2.1% | / | 4.9%

Following part:
canonical_smiles | Menin MLL FP TR | KCNH2 3.1 block | NPC1 prom act | Gal4-VP16 FLuc | ELG1 DNA repair | RORgamma inh | Mito fusion yeast | PKM2 act | Rab9 prom act | MBNL1-CUG inh | FLuc modulator
CCCCCOCC1CC(C/C(C)=N/NC(N)=S)C(=O)O1 (stereo unspecified) | -5.0% | 2.8 | -4.7% | -7.0% | -7.6% | ? | -1.6% | 14.5% | -14.9% | -0.7% | 0.9%
CCCCNC(=O)CC1N=C2c3ccccc3N=C(SCC(=O)Nc3cccc(C)c3)N2C1=O (stereo unspecified) | -8.5% | -11.0 | -1.8% | -6.1% | 4.7% | -22.1% | -0.1% | 0.5% | 0.1% | -0.8% | -14.8%
CCn1c(CC(=O)Nc2ccc(F)cc2)nnc1SCC(=O)NC1CCCC1 | -5.3% | -20.7 | -3.1% | -2.4% | 12.9% | -8.8% | -6.0% | / | -0.7% | 3.7% | 1.2%
Cc1ccc2c(c1)C(c1ccccc1)N(C(=O)c1ccc(S(=O)(=O)N3CCOCC3)cc1)CC(=O)N2 (stereo unspecified) | -10.6% | 0.8 | -1.5% | -5.4% | -12.8% | 33.7% | 3.1% | -0.8% | -2.8% | / | 9.8%
CCOC(=O)C1(Cc2ccccc2)CCN(Cc2cccc(OC)c2O)CC1 | -25.2% | -18.1 | -3.6% | 20.8% | ? | 73.1% | -7.4% | -7.9% | -14.2% | -9.0% | 2.4%
O=C(Nc1ccc(F)cc1)C(=O)c1c(O)[nH]c2ccc([N+](=O)[O-])cc12 | / | -82.4* | 14.8% | 25.4% | 3.5% | 0.0% | -0.4% | 5.2% | 0.6% | ? | -11.8%
CC1CN(C(=O)/C(=C/c2ccco2)NC(=O)c2ccccc2)CC(C)O1 (stereo unspecified) | -12.6% | 1.8 | 0.6% | -12.6% | 20.8% | 4.5% | 1.7% | / | -0.4% | 8.3% | -1.1%
COc1ccc(CS(=O)(=O)c2ncn[nH]2)cc1 | 9.1% | 0.9 | 1.9% | 4.5% | 11.3% | -34.2% | -8.5% | / | -1.5% | -2.9% | 4.1%
O=[N+]([O-])c1ccccc1OCCOCCOc1cccc2cccnc12 | -1.4% | -2.2 | -5.3% | -9.5% | -2.4% | 19.9% | -1.3% | 0.9% | -2.4% | ? | -2.8%
Cc1ccc2c(C)nc(Nc3nc(CSc4nnnn4-c4ccccc4)cc(=O)[nH]3)nc2c1 | 1.7% | -10.5 | 1.1% | ? | 8.2µM* | -23.1% | -0.7% | -6.0% | -2.4% | -6.0% | -7.7%
Cc1nn(C)cc1CNC(=O)c1cnn2c1NC(c1ccc(Br)cc1)CC2C(F)(F)F (stereo unspecified) | 10.4% | -8.4 | -1.4% | -6.8% | ? | -38.8% | -0.1% | 9.5% | 5.3% | 6.0% | 0.1%
CC(C)[C@H](NC(=O)c1ccco1)C(=O)NCc1ccccc1 | 2.8% | 2.9 | -2.1% | 8.9% | 1.5% | -9.1% | ? | / | 3.4% | -5.0% | 0.5%
N#CC(C(=O)Nc1ccc(Cl)c(Cl)c1)=C1Nc2ccccc2N1 | ? | -12.4 | -1.1% | 6.2% | -10.3% | ? | 2.0% | 3.6% | 2.4% | 4.1% | 1.5%
Cc1cccc(NC(=O)COC(=O)c2ccccn2)c1 | 0.7% | 3.5 | -1.0% | -1.0% | 1.5% | -0.5% | -3.3% | -4.0% | 16.5% | 4.0% | ?
O=C(CSc1nc2ccccc2c(=O)n1Cc1ccco1)Nc1cccc(O)c1 | ? | -21.0 | 8.0% | 24.9% | 7.7% | ? | 0.5% | / | 6.1% | 1.3% | -15.6%
